Assay outcomes (PubChem)
BLM helicase inh: qHTS Assay for Inhibitors of Bloom's syndrome helicase (BLM); recombinant BLM DNA unwinding, fluorescence dequenching; RecQ-like DNA helicase BLM (Homo sapiens), P54132; Potency, µM (doses to about 56.1 µM), for the others: at the highest dose activity change, negative = inhibition, most hits filed as inhibitors; 350,000 tested, 0.2% active;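 note: plate controls were vehicle for no effect and no enzyme for full effect; nearly all actives have a fitted effect of over 35% in size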
Pin1 inh: qHTS Assay to Find Inhibitors of Pin1; Peptidyl-prolyl cis-trans isomerase NIMA-interacting 1 (Homo sapiens), Q13526; Pin1 FP peptide displacement, HiFluor488, 10 min; Potency, µM (highest dose often 115 µM), inactives show at the top dose activity, negative = inhibition, most hits filed as inhibitors; 390,000 tested, 0.009% active; AID 504891, 2011; active = well fitted inhibition curve with a large enough effect in the polarisation, with a control signal flat, not every such curve was filed as active; inconclusive = small, poorly fitted or top-dose-only effect, or effect the other way, or a change in a side signal; inactive = no such curve, though single readings can be large or run the other way; the % refers to the polarisation; note: % is set by controls: 0 for no effect and ±100 for the full control effect
POLI inh: qHTS for Inhibitors of Polymerase Iota. DNA polymerase iota (Homo sapiens), Q9UNA4. AID 588590, 2011. 390,000 tested, 1% active. Potency, µM (series often up to 115 µM), inactives show top-dose activity, negative = inhibition, most hits filed as inhibitors. Pol iota fluorescent replication assay, 10 min
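Fluorescent replication assay read twice, at 0 min and 10 min after adding 50 nM (final) substrate. Enzyme (10 nM) and compounds were first incubated 15 min at room temperature; enzyme-free buffer wells were negative controls.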
GLS inhibitor: qHTS for Inhibitors of Glutaminase (GLS); Glutaminase kidney isoform, mitochondrial (Homo sapiens), O94925; GLS enzymatic activity, qHTS titration; Potency, µM (doses to about 45.5 µM), without a hit: at the top dose activity change, negative = inhibition, hits mostly inhibitors; 410,000 tested, 0.21% active; note: % is set by controls: 0 for no effect and ±100 for the full control effect
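hKGA in 45 mM KH2PO4 pH 8.2, 0.02% Tween-20 with pin-transferred compounds; 1 mM L-glutamine (stock) plus glutamate oxidase/HRP/Amplex Red coupling added. Fluorescence read initially and after 30 min at RT.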
HP1b binding inh: HTS for Inhibitors of HP1-beta Chromodomain Interactions with Methylated Histone Tails | Chromobox protein homolog 1 (Homo sapiens), P83916 | AlphaScreen HP1-beta / biotin-H3K9me3 peptide binding | Potency, µM (top dose mostly 114 µM), inactives show at the top dose activity change, negative = inhibition, hits mostly inhibitors | 390,000 tested, 0.56% active | AID 540317, 2011; note: nearly all actives have a fitted effect of over 70% in size; inactives centre near 23
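HP1-beta protein (50 nM final) preincubated 30 min at room temperature with biotinylated H3(1-18)K9me3 peptide (50 nM) in PBS pH 7.4, 0.01% Tween-20, then compound added for 30 min. AlphaScreen streptavidin donor/nickel chelate acceptor beads (10 ug/mL final), 30 min dark, luminescence read.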
G9a block: qHTS Assay for Inhibitors of Histone Lysine Methyltransferase G9a; Histone-lysine N-methyltransferase EHMT2 (Homo sapiens), Q96KQ7; G9a H3K9 monomethylation, AlphaScreen, 2 h; Potency, µM (doses to about 102 µM), for the others: top-dose activity, negative = inhibition, usual class: inhibitors; 350,000 tested, 8.8% active; AID 504332, 2011; note: % is set by controls: 0 for no effect and ±100 for the full control effect; nearly all actives have a fitted effect of over 75% in size
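Compounds were preincubated with 20 nM G9a for 15 min, after which biotinylated H3K9 peptide (500 nM) and SAM (20 uM) started a 2 h room-temperature reaction. Monomethylated product was quantified by antibody-based AlphaScreen chemiluminescence.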
PGK inhibitor: qHTS Assay to Find Inhibitors of Phosphoglycerate Kinase; Phosphoglycerate kinase, glycosomal (Trypanosoma brucei brucei), P07378; PGK/GAPDH coupled, Kinase-Glo luminescence, 60 min; Potency, µM (top dose mostly 57.5 µM), for inactives: top-dose activity change, negative = inhibition, actives largely listed as inhibitors; 380,000 tested, 0.043% active; note: % is set by controls: 0 for no effect and ±100 for the full control effect; nearly all actives have a fitted effect of over 60% in size
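Luminescent ATP detection (Kinase-Glo Plus) follows a 60-minute room-temperature incubation, with wells lacking PGK as controls. Buffer: 100 mM TEA (pH 7.6), 5 mM MgCl2, 0.01% Tween-20. Coupling enzyme GAPDH (100 nM final) supplies unstable 1,3-BPG in-well.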
BAZ2B inh: qHTS Assay for Inhibitors of BAZ2B; Bromodomain adjacent to zinc finger domain protein 2B (Homo sapiens), Q9UIF8; AlphaScreen BAZ2B-H3K14Ac peptide displacement; Potency, µM (top dose mostly 114 µM), inactives show at the highest dose activity change, negative = inhibition, most hits filed as inhibitors; 360,000 tested, 4.4% active; AID 504333, 2011; note: % is set by controls: 0 for no effect and ±100 for the full control effect; nearly all actives have a fitted effect of over 60% in size
Target sequence (Q9UIF8 whole entry, looked up, the tested form may be a part): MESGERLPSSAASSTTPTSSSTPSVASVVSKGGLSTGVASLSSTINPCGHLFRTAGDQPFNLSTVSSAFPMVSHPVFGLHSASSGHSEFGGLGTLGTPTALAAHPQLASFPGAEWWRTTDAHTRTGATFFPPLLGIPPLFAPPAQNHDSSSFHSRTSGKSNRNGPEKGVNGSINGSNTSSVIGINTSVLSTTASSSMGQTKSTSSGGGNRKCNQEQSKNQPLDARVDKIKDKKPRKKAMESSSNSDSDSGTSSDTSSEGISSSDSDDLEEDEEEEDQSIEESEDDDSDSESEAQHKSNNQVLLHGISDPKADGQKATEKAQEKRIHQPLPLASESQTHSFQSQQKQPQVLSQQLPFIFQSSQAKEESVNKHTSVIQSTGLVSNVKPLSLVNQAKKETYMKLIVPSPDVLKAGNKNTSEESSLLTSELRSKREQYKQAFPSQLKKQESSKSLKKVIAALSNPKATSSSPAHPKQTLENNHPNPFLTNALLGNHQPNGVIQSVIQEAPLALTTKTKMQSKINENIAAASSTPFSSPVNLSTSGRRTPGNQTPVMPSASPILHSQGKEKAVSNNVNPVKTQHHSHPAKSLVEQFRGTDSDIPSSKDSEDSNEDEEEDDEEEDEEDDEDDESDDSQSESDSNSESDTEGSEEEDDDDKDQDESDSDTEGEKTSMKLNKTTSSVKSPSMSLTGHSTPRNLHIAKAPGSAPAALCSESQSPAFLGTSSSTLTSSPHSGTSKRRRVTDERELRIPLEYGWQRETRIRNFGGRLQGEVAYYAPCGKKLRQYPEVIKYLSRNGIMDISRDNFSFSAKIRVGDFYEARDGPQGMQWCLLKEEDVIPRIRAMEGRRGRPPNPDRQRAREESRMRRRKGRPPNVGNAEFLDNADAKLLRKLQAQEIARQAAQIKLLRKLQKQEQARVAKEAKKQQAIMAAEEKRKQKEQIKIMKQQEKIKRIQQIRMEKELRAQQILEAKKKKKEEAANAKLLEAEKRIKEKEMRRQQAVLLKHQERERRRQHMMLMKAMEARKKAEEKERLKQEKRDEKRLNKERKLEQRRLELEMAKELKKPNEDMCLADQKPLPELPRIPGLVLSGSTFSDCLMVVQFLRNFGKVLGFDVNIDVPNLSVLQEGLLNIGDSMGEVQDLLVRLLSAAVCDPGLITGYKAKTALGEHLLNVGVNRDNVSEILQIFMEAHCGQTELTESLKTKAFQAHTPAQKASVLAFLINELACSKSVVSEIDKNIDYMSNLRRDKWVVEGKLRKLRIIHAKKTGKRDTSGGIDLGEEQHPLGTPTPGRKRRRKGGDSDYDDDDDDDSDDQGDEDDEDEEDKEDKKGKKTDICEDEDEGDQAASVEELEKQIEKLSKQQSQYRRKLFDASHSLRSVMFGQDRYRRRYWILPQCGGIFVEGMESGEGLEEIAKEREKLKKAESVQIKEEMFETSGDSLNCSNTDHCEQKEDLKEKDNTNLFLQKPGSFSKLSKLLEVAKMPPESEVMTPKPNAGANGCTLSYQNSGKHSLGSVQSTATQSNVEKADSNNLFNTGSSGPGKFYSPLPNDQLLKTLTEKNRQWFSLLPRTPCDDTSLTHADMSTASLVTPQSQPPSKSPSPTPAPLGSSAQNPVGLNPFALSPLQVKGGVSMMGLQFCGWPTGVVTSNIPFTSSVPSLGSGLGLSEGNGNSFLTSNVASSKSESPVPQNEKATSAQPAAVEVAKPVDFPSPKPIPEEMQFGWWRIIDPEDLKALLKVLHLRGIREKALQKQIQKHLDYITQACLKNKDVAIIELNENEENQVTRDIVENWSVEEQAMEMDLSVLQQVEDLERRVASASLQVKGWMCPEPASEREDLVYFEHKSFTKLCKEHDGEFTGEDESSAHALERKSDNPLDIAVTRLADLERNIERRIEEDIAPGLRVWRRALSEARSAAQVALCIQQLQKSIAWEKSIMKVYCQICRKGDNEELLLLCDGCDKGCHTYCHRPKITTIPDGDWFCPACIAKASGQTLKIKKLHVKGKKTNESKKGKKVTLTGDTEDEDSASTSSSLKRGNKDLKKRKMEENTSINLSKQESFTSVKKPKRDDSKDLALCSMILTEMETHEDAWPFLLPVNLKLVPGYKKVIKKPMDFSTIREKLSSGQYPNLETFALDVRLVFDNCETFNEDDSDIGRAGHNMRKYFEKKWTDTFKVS
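Protein-peptide AlphaScreen: BAZ2B 50 nM, b-H3K14Ac 50 nM, 1x PBS pH 7.4 + 0.01% Tween-20. Preincubation 30 min RT; cpd 30 min RT (top 110 uM); beads 20 min RT, light-protected.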
JMJD2A Tudor inh: qHTS Assay for Inhibitors of JMJD2A-Tudor Domain. Lysine-specific demethylase 4A (Homo sapiens), O75164. AlphaScreen JMJD2A-Tudor / H3K4me3 peptide binding. Potency, µM (series often up to 114 µM), for the others: at the top dose activity change, negative = inhibition, hits mostly inhibitors. 390,000 tested, 4.4% active. AID 504339, 2011; note: % is set by controls: 0 for no effect and ±100 for the full control effect; nearly all actives have a fitted effect of over 50% in size
Active calls of the source: *; i = inactive; ? = inconclusive; nt = not tested or not shown; [ ] = dose if it differs, or a comment. Unless noted, calls come from the whole dose curve; as a rule, active = well fitted curve in the direction sought with a large enough effect; inconclusive = small, poorly fitted or top-dose-only effect, or another doubt; inactive = no such curve, though single readings can be large; an effect the other way counts as inactive or inconclusive. Potency is the fitted concentration of half-maximal effect.

SMILES | BLM helicase inh | Pin1 inh | POLI inh | GLS inhibitor | HP1b binding inh | G9a block | PGK inhibitor | BAZ2B inh | JMJD2A Tudor inh
O=C(CSc1nc2c(c(=O)[nH]1)CN(Cc1ccc3c(c1)OCO3)CC2)Nc1ccc(F)cc1 | 1% | -5% | 50%[activator] | -2% | 30% | -38%[59 µM] | -12% | -5% | -1%
COc1ccc(CC(=O)Nc2ccc3c(c2)CCC3)cc1OC | -5% | 1% | 20% | 10% | 18% | ? | -8% | -1% | -9%
Cc1nc2c(oc3ccccc32)c(=O)o1 | -1% | 2% | 8% | 2% | 19% | nt | -1% | ? | -17%
COc1ccc(N2CCN(C(=O)c3cccc(F)c3)CC2)c([N+](=O)[O-])c1 | -3% | 0% | 31%[activator] | 1% | 1% | -48% | i | ? | ?
COc1ccc(Cc2nnc(N/N=C/c3ccc(O)cc3O)[nH]c2=O)cc1OC | -13% | -6% | 2% | 25% | 31% | 15%[59 µM] | 1% | 5µM* | 14µM*
Cc1nnnn1/C(=C\c1ccccc1)C(=O)OCC(=O)Nc1ccc(Cl)cc1F | nt | -9% | 1% | 3% | 13% | 50µM* | 7% | -2% | -15%
Cc1cc2c(c(=O)n1CC1CCCO1)C(c1ccco1)C(C#N)=C(N)O2 (stereo unspecified) | 2% | -10% | 1% | 10% | 12% | ? | -7% | 4% | -18%
CC(Oc1ccccc1Cl)C(=O)Nc1ccc(S(=O)(=O)N2CCOCC2)cc1 (stereo unspecified) | nt | 7% | 36%[activator] | -2% | 30%[57 µM] | nt | i | nt | -5%
COc1ccc(/C=C2\CCCC(C(=O)C(F)(F)F)=C2O)cc1 | -7% | ? | ? | 4% | 31% | 8.9µM* | 2% | 11% | -4%
CC(=O)Nc1ccc(S(=O)(=O)N2CCC(NC(=O)C(Cc3cccn3C)NC(C)=O)CC2)cc1 (stereo unspecified) | 1% | 2% | 17% | 7% | 8% | -9%[2.33 µM] | -8% | 4% | -5%
O=C(NCC1CC1)c1onc(CSc2ccc(F)c(F)c2)c1C(=O)NCC1CC1 | nt | ? | 4% | -4% | 72%[activator] | 1%[2.33 µM] | 9% | 27% | 19%
CCCn1c(SCC(=O)Nc2cccc(C(=O)OC)c2)nnc1-c1cccnc1 | -2% | -1% | 53%[activator] | -1% | 41% | -30%[12.7 µM] | -6% | 1% | 1%
CCOC(=O)c1cc(S(=O)(=O)N2CCc3ccccc32)cn1C | -5% | 3% | -17% | -8% | 41%[activator] | -1% | -5% | -3% | 5%
Cc1cccc2sc(NC(=O)c3ccc(OCC4CCCO4)cc3)nc12 (stereo unspecified) | 4% | 20% | 139%[activator] | 6% | 14% | -8%[59 µM] | -11% | -3% | -4%
Cc1cc(C(=O)Nc2ccc(F)cc2C)cs1 | 1% | 2% | -9% | 7% | 29% | 49% | -8% | -20% | 6%
COC(=O)c1ccc(Nc2nnc(-c3ccc(C)c(S(=O)(=O)N4CCN(C)CC4)c3)c3ccccc23)cc1 | -9% | 31%[activator] | 16% | 5% | 23% | ? | 3% | -26% | -33%
CCCCCOc1ccc(C(=O)CCC(=O)Nc2ccc(NC(C)=O)cc2)cc1 | -4% | 1% | -11% | -4% | 26% | 15% | -2% | 3% | -17%
CCN(CC)N=Nc1cccc(NC(C)=O)c1 | -3% | ? | ? | 5% | 21% | nt | 3% | -1% | -20%
CC1CCCCN1C(=O)/C=C/c1ccccc1[N+](=O)[O-] (stereo unspecified) | -8% | -5% | 14% | 2% | 29%[57 µM] | 3% | -2% | -2% | -14%
C=CCNC(=O)COC(=O)/C=C/c1cccs1 | 1% | -5% | 4% | -1% | 20% | -1% | -1% | -1% | -3%
CCCNC(=O)c1ccccc1NC(=O)c1ccc2c(=O)n3c(nc2c1)CCC3 | nt | 1% | ? | -7% | 16% | -2%[0.501 µM] | i | -3% | -3%
COc1cccc(-n2nnnc2SCC(=O)Nc2ccc(C(C)=O)cc2)c1 | -11% | 5% | 0% | -14% | -13% | -7%[59 µM] | i | 0% | ?
CCN(Cc1cc2cc(OC)ccc2[nH]c1=O)C(=O)c1ccncc1 | -4% | 3% | -5%[58.9 µM] | 0% | 24% | 29%[12.7 µM] | -6% | 9% | 5%
Cc1ccc(-c2cnc(C3CC3)o2)cc1S(=O)(=O)Nc1ccc(F)cc1Cl | -8% | -2% | 12% | -3% | 0% | -2%[12.7 µM] | nt | ? | -14%
COc1ccc(C(=O)O/N=C/c2ccc(S(=O)c3ccc(Cl)cc3)nc2)cc1 (stereo unspecified) | -4% | 1% | -2% | -1% | 27% | 19%[2.33 µM] | i | 10% | 5%
CCOC(=O)C1=C(CSc2nc(C)cc(C)c2C#N)OC(N)=C(C#N)C1c1ccccc1 (stereo unspecified) | -14% | 68%[activator] | -21% | 2% | 25% | nt | i | -7% | ?
Cc1ccc(/C=N/n2c(-c3ccco3)n[nH]c2=S)s1 | 0% | -7% | -18% | -16% | 14% | 1.3µM* | -10% | -14% | 20µM*
CC(=O)NC(c1ccccc1)c1cccnc1 (stereo unspecified) | 1% | -10% | -25% | 12% | 15% | 40% | i | 12% | -32%
COc1cccc(-c2nn(-c3ccccc3)cc2C(=O)NCC(=O)O)c1 | 0% | -2% | -16% | 16% | 38% | 50µM* | -4% | 10% | -7%
Cc1nn2c(=O)cc(COC(=O)c3cccc(NC(=O)COc4ccccc4Cl)c3)nc2s1 | -12% | ? | ? | -9% | 12% | 16%[59 µM] | i | -6% | -22%
CN(C)C(=O)N1CCN(C(=O)c2ccco2)CC1 | 4% | -13% | -11% | -4% | 48%[activator] | -8%[59 µM] | -4% | -5% | -10%
CCOc1ccc(NC(=O)c2ccco2)cc1 | -3% | 1% | 104%[activator] | 3% | 22% | -2%[59 µM] | i | -3% | -9%
O=C(CSc1oc(-c2ccco2)nc1S(=O)(=O)c1ccc(F)cc1)NCC1CCCO1 (stereo unspecified) | -6% | 12% | 9% | -3% | 3% | ? | nt | 11% | -17%
COC(=O)c1ccccc1NC(=O)C(C)NS(=O)(=O)c1ccc(OC)cc1 (stereo unspecified) | -2% | 5% | 0% | 0% | -15% | ? | 1% | -5% | 25%[11.4 µM]
COC(=O)c1cc(C(=O)c2ccc(Cl)cc2)n2c(=O)/c(=C\N(C)C)sc12 | -6% | 8% | -11% | 11% | 31% | 0% | i | -13% | -6%
Cc1occc1-c1nnc(SCC(=O)Nc2ccccc2)n1C(C)c1ccccc1 (stereo unspecified) | -11% | -4% | -4% | -12% | -12% | 24%[59 µM] | i | ? | ?
C/C(=N\NC(=O)c1ccc(Cl)cc1)c1ccc(Br)s1 | 0% | 4% | 6% | 7% | 31%[activator] | 45%[12.7 µM] | -2% | -22% | -17%
COc1ccc2cc(CCNC(=O)CCc3ccccc3)c(=O)[nH]c2c1 | 1% | 2% | -9% | 15% | 27% | nt | -3% | ? | 3%
O=C(COC(=O)Cn1cnc2ccccc2c1=O)Nc1ccccc1OC(F)F | nt | -6% | 18% | -13% | 2% | nt | 7% | nt | -15%
N/C(Cc1ccc(Cl)c(Cl)c1)=N\OC(=O)c1cccs1 | 3% | -11% | 18% | -3% | 17% | -6%[59 µM] | -1% | 12% | -9%
O=C(NC1CCCCC1)c1c2c(nc3ccccc13)CCC2 | -20% | 1% | 79µM* | 6% | 25% | ? | 11% | 50µM* | -24%
CCc1ccc(N=C2NC(=O)/C(=C/c3cc(OC)c(O)c(OC)c3)S2)cc1 | -13% | 40%[activator] | 1% | 0% | 12% | ? | -5% | ? | -22%
CCCOC(=O)CC1C(=O)NCCN1Cc1ccccc1C (stereo unspecified) | nt | -2% | -4% | -3% | 47%[activator] | nt | 3% | nt | -6%
Cc1c(Cl)cccc1NC(=S)N1CCN(c2ccccn2)CC1 | 0% | -5% | 32%[activator] | 1% | 26% | -43% | -3% | -6% | -11%
Cc1ccc(S(=O)(=O)/N=C(/NC(=S)Nc2cccc(C)c2)c2ccccc2)cc1 | -4% | 0% | 31%[activator] | -18% | ? | ? | -2% | -4% | -35%
O=C(Cn1nc(Cl)nc1Cl)c1ccc([N+](=O)[O-])cc1 | 0% | 0% | 13% | 1% | 24% | 6% | 17% | -6% | -15%
N#Cc1c(NC(=O)c2cc3nc(-c4ccc(Br)cc4)cc(C(F)(F)F)n3n2)sc2c1CCCC2 | 0% | -6% | -14% | 7% | -10% | 10µM* | 10% | 4% | -11%
CSC1CCCCC1(O)CSc1nc2c(cc1C#N)CCCC2 (stereo unspecified) | -4% | -8% | -13% | -3% | ? | 2.5µM* | 0%[11.5 µM] | 3% | 20µM*
CCCCc1oc2ccccc2c1C(=O)c1cc(I)c(N(CC)CCOCC)c(I)c1 | nt | -1% | 14% | nt | -6% | nt | nt | nt | 56µM*
Cc1cc(-c2ccc(C(C)C)c(S(=O)(=O)N3CCN(c4ccccc4)CC3)c2)on1 | -7% | 13% | 40%[activator] | -4% | -12%[57 µM] | -17% | i | ? | ?
CC1CCN(c2cc(=O)n(C3CCCCC3)c(=O)[nH]2)CC1 | -2% | 5% | 4% | -4% | 46%[activator] | 11%[59 µM] | -9% | 6% | -9%
CCOc1ccccc1N1CCN(Cc2cnc(-c3ccccc3)[nH]2)CC1 | 1% | -10% | 13% | 11% | -15% | ? | -1% | ? | -34%
Cc1ccc(C(=O)N/C(=C\c2ccc(Cl)cc2)C(=O)NCCCN2CCOCC2)cc1 | -12% | 1% | 20% | 10% | 22% | 0%[59 µM] | -8% | -4% | -23%

A portion of the library; rates above refer to the full screens.
